Avidin bead fluor = avidin bead compound fluorescence profile. hit rate 0.38% among 220,000. Avidin beads, compound fluorescence 488/530 nm, flow cytometry; hits give high values. AID 1775. fluorescence (KMESF) at 10 µM; in the data active means fluorescence above about 47; further: inactives centre near 10
Pf gamet viab = inhibitors of late stage P. falciparum gametocyte viability; inhibition, % at 10.9 µM; P. falciparum stage V gametocytes, ATP luminescence, 24 h; hit rate 0.065% among 150,000;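 active means inhibition above the mean plus 3 SD of compounds within the control limits, set per campaign, cut at about 38% in these data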;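 further: 0% = DMSO wells and 100% = medium only without gametocytes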
Rac1 wt modul = alters GTP binding to wildtype human Rac1 | P63000 | GST-Rac1 beads, fluorescent GTP binding, flow cytometry; actives lie on both sides; 0 = cold GTP competed, 100 = untreated | GTP binding activity (% of control), % at 10 µM | hit rate 0.27% among 190,000;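 active means GTP binding activity at least 20 points away from the 100% control level, either lower or higher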
Rac1 mut GTP = human Rac1 activated mutant GTP binding change; GST-Rac1 activated beads, fluorescent GTP binding, flow cytometry; actives lie on both sides; 100% means binding = to untreated wells; percent activity (GTP binding), % at 10 µM; hit rate 0.11% among 190,000;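 active means GTP binding at least 20 percentage points away from the 100% baseline, in either direction, so actives lie on both sides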
Mcl-1 Bim block = disrupts Bim peptide binding to human Mcl-1 | inhibition, % at 10 µM | AID 1009 | Q07820 | hit rate 0.1% among 190,000 | Bead-based flow cytometry, Bim peptide-Mcl-1 binding; in the data active means inhibition above about 40%;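 further: 0% = no compound tracer wells and 100% = peptide blocker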
Target sequence (Q07820 whole entry, looked up): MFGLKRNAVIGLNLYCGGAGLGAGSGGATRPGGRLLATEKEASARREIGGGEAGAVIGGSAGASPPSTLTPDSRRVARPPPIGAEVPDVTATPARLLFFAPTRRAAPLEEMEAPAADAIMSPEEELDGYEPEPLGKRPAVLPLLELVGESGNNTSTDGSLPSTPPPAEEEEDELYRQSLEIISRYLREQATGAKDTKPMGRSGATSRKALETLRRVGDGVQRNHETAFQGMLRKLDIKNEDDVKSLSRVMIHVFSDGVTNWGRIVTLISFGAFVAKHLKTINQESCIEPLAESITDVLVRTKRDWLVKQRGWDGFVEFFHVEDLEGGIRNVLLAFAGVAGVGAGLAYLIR
Rab7 wt GTP bind = dog Rab7 wildtype GTP binding, inhibitors and activators. GST-Rab7 beads, fluorescent GTP binding, flow cytometry; actives lie on both sides; untreated = 100%, excess cold GTP = 0%. GTP binding activity (percent of control), % at 10 µM. hit rate 0.055% among 190,000. AID 758;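 active means fluorescent GTP binding to Rab7 beads changed by at least 20 points from the 100% baseline, either direction, mostly lower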;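 further: median green fluorescence of bound Bodipy-FL-GTP per Rab7 bead population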
Mcl1-Bid inh = disrupts binding of human Mcl-1 to Bid peptide; Q07820; TR-FRET Mcl-1/Bid-Dy647 peptide binding, 1536-well; inhibition, % at 21.7 µM; hit rate 0.97% among 220,000;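 active means compounds that cut the binding signal by more than half at the single screening dose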;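 further: His-tagged Mcl-1 with europium anti-His antibody binding Bid BH3 peptide; 0% = Mcl-1 plus peptide wells and 100% = peptide-only wells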
Rab2 wt GTP = changes GTP binding to wildtype dog Rab2A, up or down; P61105; GST-Rab2 wt beads, Bodipy-GTP binding, flow cytometry; GTP binding activity, % at 10 µM; hit rate 0.19% among 190,000;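 active means GTP binding activity at least 20 points away from 100%, either lowered or raised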;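 further: 0% = beads with excess unlabeled GTP and 100% = no-compound control corrected for plate trend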
Cdc42 wt = human Cdc42 wildtype GTP binding change, either direction. hit rate 0.2% among 190,000. percent activity (GTP binding), % at 10 µM. GST-Cdc42 beads, Bodipy-GTP binding, flow cytometry; actives lie on both sides. P60953;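 active means percent activity GTP binding at least 20 points away from the 100% baseline, either down as inhibitor or up as activator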;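 further: median bead fluorescence of bound Bodipy-FL-GTP at 100 nM; 0% = excess unlabeled GTP control and 100% = no compound control; below 100% means less GTP binding so inhibitor and above means activator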
Target sequence (P60953 whole entry, looked up): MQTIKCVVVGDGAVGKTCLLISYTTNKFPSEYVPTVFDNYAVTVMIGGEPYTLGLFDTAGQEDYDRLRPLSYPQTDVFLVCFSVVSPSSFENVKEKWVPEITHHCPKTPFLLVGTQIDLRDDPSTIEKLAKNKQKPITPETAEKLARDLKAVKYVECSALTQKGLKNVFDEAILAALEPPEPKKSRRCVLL
Mcl1 Noxa PPI = disrupts binding of human Mcl-1 to Noxa peptide. TR-FRET Mcl-1/Noxa peptide binding, 2 h. AID 1022. hit rate 1.5% among 220,000. inhibition, % at 21.7 µM;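 active means compounds that cut the protein-peptide binding signal by more than 50% relative to plate controls in a single-dose test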;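 further: His-tagged Mcl-1 with rhodamine Noxa BH3 peptide and terbium anti-His antibody; 0% = Mcl-1 plus Noxa peptide wells and 100% = peptide-only wells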
HRas wt GTP bind = changes GTP binding to wildtype human HRas | GST-Ras wt beads, Bodipy-FL-GTP binding, flow cytometry; actives lie on both sides | GTP binding activity, % at 10 µM | hit rate 0.14% among 190,000;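 active means GTP binding activity at least 20% away from the 100% baseline, either lowered as inhibitor or raised as activator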;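 further: 0% = unlabeled GTP competition control and 100% = no-compound control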
Target sequence (P01112 whole entry, looked up): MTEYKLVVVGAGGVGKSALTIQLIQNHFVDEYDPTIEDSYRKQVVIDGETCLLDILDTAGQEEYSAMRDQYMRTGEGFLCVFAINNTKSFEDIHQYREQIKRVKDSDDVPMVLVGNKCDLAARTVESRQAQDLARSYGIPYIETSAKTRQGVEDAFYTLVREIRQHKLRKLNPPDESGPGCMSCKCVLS
The depositor's hits bear a star. Rows are unselected; overall some 2.7% were active at least once.

COc1ccc(/C=N/NC(=O)c2ccccc2[N+](=O)[O-])cc1CN1CCc2cc(OC)c(OC)cc2C1C (centres undefined) was read as Avidin bead fluor 3, Pf gamet viab 1, Rac1 wt modul 91, Rac1 mut GTP 93, Mcl-1 Bim block -2, Rab7 wt GTP bind 81, Mcl1-Bid inh -40, Rab2 wt GTP 90, Cdc42 wt 93, Mcl1 Noxa PPI 17 and HRas wt GTP bind 86.
Screening O=C(OCc1nnc(-c2ccccc2)o1)c1ccc(CO)cc1 returned Avidin bead fluor 8, Rac1 wt modul 94, Rac1 mut GTP 94, Mcl-1 Bim block -6, Rab7 wt GTP bind 99, Mcl1-Bid inh 6, Rab2 wt GTP 96, Cdc42 wt 92, Mcl1 Noxa PPI 22 and HRas wt GTP bind 96.
CCOC(=O)c1cccc(Nc2nc(C)cc(C)n2)c1 was read as Avidin bead fluor 33, Pf gamet viab 1, Rac1 wt modul 100, Rac1 mut GTP 97, Mcl-1 Bim block -1, Rab7 wt GTP bind 101, Mcl1-Bid inh 10, Rab2 wt GTP 99, Cdc42 wt 100, Mcl1 Noxa PPI 3 and HRas wt GTP bind 100.
Screening Cc1nc2sc(-c3ccccc3)cc2c(=O)n1/N=C/N(C)C returned Avidin bead fluor 5, Pf gamet viab 4, Rac1 wt modul 98, Rac1 mut GTP 98, Mcl-1 Bim block -7, Rab7 wt GTP bind 96, Mcl1-Bid inh -17, Rab2 wt GTP 98, Cdc42 wt 96, Mcl1 Noxa PPI 10 and HRas wt GTP bind 97.
CC1CN(C(=O)C(c2ccccc2)c2ccccc2)CC(C)O1 (centres undefined) was read as Avidin bead fluor 22, Pf gamet viab -30, Rac1 wt modul 103, Rac1 mut GTP 101, Mcl-1 Bim block 2, Rab7 wt GTP bind 103, Mcl1-Bid inh -21, Rab2 wt GTP 101, Cdc42 wt 105, Mcl1 Noxa PPI 1 and HRas wt GTP bind 104.
For C=CCSc1nc2sc(C)c(C)c2c(=O)n1N the results were Avidin bead fluor 4, Pf gamet viab -8, Rac1 wt modul 99, Rac1 mut GTP 99, Mcl-1 Bim block -3, Rab7 wt GTP bind 103, Mcl1-Bid inh -21, Rab2 wt GTP 99, Cdc42 wt 99, Mcl1 Noxa PPI -7 and HRas wt GTP bind 100.
Screening COc1ccc(S(=O)(=O)N2CCOC2CNC(=O)C(=O)NCCc2ccc(OC)c(OC)c2)cc1C (centres undefined) returned Avidin bead fluor 4, Pf gamet viab -11, Rac1 wt modul 102, Rac1 mut GTP 101, Mcl-1 Bim block -3, Rab7 wt GTP bind 104, Mcl1-Bid inh -11, Rab2 wt GTP 100, Cdc42 wt 97, Mcl1 Noxa PPI 7 and HRas wt GTP bind 101.
`CCCCNC(=S)N1CCN(c2ccccc2Cl)CC1` gave Avidin bead fluor 11, Pf gamet viab 1, Rac1 wt modul 100, Rac1 mut GTP 95, Mcl-1 Bim block 0, Rab7 wt GTP bind 104, Mcl1-Bid inh -77, Rab2 wt GTP 98, Cdc42 wt 97, Mcl1 Noxa PPI 5 and HRas wt GTP bind 98.
For COc1cccc(OC)c1C(=O)N1CCN=C1SCc1cccnc1 the results were Avidin bead fluor 20, Rac1 wt modul 105, Rac1 mut GTP 99, Mcl-1 Bim block 2, Rab7 wt GTP bind 99, Mcl1-Bid inh 2, Rab2 wt GTP 100, Cdc42 wt 104, Mcl1 Noxa PPI 5 and HRas wt GTP bind 103.
For Fc1ccc(/C=N/Nc2ncnc3nc[nH]c23)cc1F the results were Avidin bead fluor 5, Rac1 wt modul 97, Rac1 mut GTP 98, Mcl-1 Bim block -3, Rab7 wt GTP bind 102, Mcl1-Bid inh -5, Rab2 wt GTP 101, Cdc42 wt 99, Mcl1 Noxa PPI 19 and HRas wt GTP bind 100.

Structural class: the compounds so far containing a carbonyl joined to an NH by a bond outside any ring
COc1ccc(/C=N/NC(=O)c2ccccc2[N+](=O)[O-])cc1CN1CCc2cc(OC)c(OC)cc2C1C (centres undefined) was read as Avidin bead fluor 3, Pf gamet viab 1, Rac1 wt modul 91, Rac1 mut GTP 93, Mcl-1 Bim block -2, Rab7 wt GTP bind 81, Mcl1-Bid inh -40, Rab2 wt GTP 90, Cdc42 wt 93, Mcl1 Noxa PPI 17 and HRas wt GTP bind 86.
Screening COc1ccc(S(=O)(=O)N2CCOC2CNC(=O)C(=O)NCCc2ccc(OC)c(OC)c2)cc1C (centres undefined) returned Avidin bead fluor 4, Pf gamet viab -11, Rac1 wt modul 102, Rac1 mut GTP 101, Mcl-1 Bim block -3, Rab7 wt GTP bind 104, Mcl1-Bid inh -11, Rab2 wt GTP 100, Cdc42 wt 97, Mcl1 Noxa PPI 7 and HRas wt GTP bind 101.

3 records picked at random from those above, as already listed:
Screening O=C(OCc1nnc(-c2ccccc2)o1)c1ccc(CO)cc1 returned Avidin bead fluor 8, Rac1 wt modul 94, Rac1 mut GTP 94, Mcl-1 Bim block -6, Rab7 wt GTP bind 99, Mcl1-Bid inh 6, Rab2 wt GTP 96, Cdc42 wt 92, Mcl1 Noxa PPI 22 and HRas wt GTP bind 96.
For C=CCSc1nc2sc(C)c(C)c2c(=O)n1N the results were Avidin bead fluor 4, Pf gamet viab -8, Rac1 wt modul 99, Rac1 mut GTP 99, Mcl-1 Bim block -3, Rab7 wt GTP bind 103, Mcl1-Bid inh -21, Rab2 wt GTP 99, Cdc42 wt 99, Mcl1 Noxa PPI -7 and HRas wt GTP bind 100.
For Fc1ccc(/C=N/Nc2ncnc3nc[nH]c23)cc1F the results were Avidin bead fluor 5, Rac1 wt modul 97, Rac1 mut GTP 98, Mcl-1 Bim block -3, Rab7 wt GTP bind 102, Mcl1-Bid inh -5, Rab2 wt GTP 101, Cdc42 wt 99, Mcl1 Noxa PPI 19 and HRas wt GTP bind 100.

(next part)
CCOC(=O)C1=C(C)N=C2SC=C(C)N2C1c1ccc(OC)cc1 (centres undefined) was read as Avidin bead fluor 10, Pf gamet viab -4, Rac1 wt modul 89, Rac1 mut GTP 88, Mcl-1 Bim block 5, Rab7 wt GTP bind 98, Mcl1-Bid inh -8, Rab2 wt GTP 90, Cdc42 wt 88, Mcl1 Noxa PPI 31 and HRas wt GTP bind 91.
`COC(=O)c1ccc(NC(=O)C2CCCN(S(=O)(=O)c3cnc[nH]3)C2)cc1` (centres undefined) gave Avidin bead fluor 7, Rac1 wt modul 107, Rac1 mut GTP 100, Mcl-1 Bim block 0, Rab7 wt GTP bind 100, Mcl1-Bid inh -13, Rab2 wt GTP 101, Cdc42 wt 103, Mcl1 Noxa PPI 1 and HRas wt GTP bind 101.
For CC(=O)N/C(=C\c1ccccc1)C(=O)Nc1ccccc1C the results were Avidin bead fluor 15, Pf gamet viab -12, Rac1 wt modul 99, Rac1 mut GTP 97, Mcl-1 Bim block 0, Rab7 wt GTP bind 99, Mcl1-Bid inh -16, Rab2 wt GTP 97, Cdc42 wt 94, Mcl1 Noxa PPI -2 and HRas wt GTP bind 99.
Screening O=C(c1cc([N+](=O)[O-])cc([N+](=O)[O-])c1)N1CCN(Cc2ccc3c(c2)OCO3)CC1 returned Avidin bead fluor 21, Rac1 wt modul 99, Rac1 mut GTP 96, Mcl-1 Bim block 0, Rab7 wt GTP bind 101, Mcl1-Bid inh -25, Rab2 wt GTP 97, Cdc42 wt 97, Mcl1 Noxa PPI 2 and HRas wt GTP bind 100.
`O=[N+]([O-])c1cccc(-c2csc(N/N=C/c3cccc(O)c3)n2)c1` gave Avidin bead fluor 11, Pf gamet viab 3, Rac1 wt modul 97, Rac1 mut GTP 98, Mcl-1 Bim block 0, Rab7 wt GTP bind 96, Mcl1-Bid inh -5, Rab2 wt GTP 98, Cdc42 wt 98, Mcl1 Noxa PPI 35 and HRas wt GTP bind 96.
`N#CCCN1CCN(S(=O)(=O)c2ccc(S(=O)(=O)NC3CC3)cc2)CC1` gave Avidin bead fluor 7, Rac1 wt modul 101, Rac1 mut GTP 97, Mcl-1 Bim block 0, Rab7 wt GTP bind 103, Mcl1-Bid inh -8, Rab2 wt GTP 101, Cdc42 wt 101, Mcl1 Noxa PPI 15 and HRas wt GTP bind 101.
Screening COc1ccccc1CNC(=O)CSc1nnc2ccc(-c3cccnc3)nn12 returned Avidin bead fluor 6, Pf gamet viab -14, Rac1 wt modul 94, Rac1 mut GTP 93, Mcl-1 Bim block 0, Rab7 wt GTP bind 98, Mcl1-Bid inh -40, Rab2 wt GTP 95, Cdc42 wt 95, Mcl1 Noxa PPI 7 and HRas wt GTP bind 95.
Screening Fc1ccc(NC(=S)Nc2ccccc2OC(F)F)cc1Cl returned Avidin bead fluor 7, Pf gamet viab -4, Rac1 wt modul 100, Rac1 mut GTP 97, Mcl-1 Bim block -2, Rab7 wt GTP bind 101, Mcl1-Bid inh -55, Rab2 wt GTP 99, Cdc42 wt 102, Mcl1 Noxa PPI 32 and HRas wt GTP bind 99.
COc1cccc2c(N/N=C/c3ccco3)cc(C)nc12 was read as Avidin bead fluor 12, Pf gamet viab 36, Rac1 wt modul 99, Rac1 mut GTP 100, Mcl-1 Bim block 1, Rab7 wt GTP bind 109, Mcl1-Bid inh -38, Rab2 wt GTP 102, Cdc42 wt 101, Mcl1 Noxa PPI 1 and HRas wt GTP bind 100.
For COc1cc2c(cc1NC(=O)COC(=O)[C@@H](NS(=O)(=O)c1ccccc1)C(C)C)oc1ccccc12 the results were Avidin bead fluor 14, Pf gamet viab -10, Rac1 wt modul 104, Rac1 mut GTP 102, Mcl-1 Bim block -1, Rab7 wt GTP bind 99, Mcl1-Bid inh -11, Rab2 wt GTP 101, Cdc42 wt 98, Mcl1 Noxa PPI 19 and HRas wt GTP bind 99.
`CCCCc1c(CCC)c(=N)c2ccccc2n1C` gave Avidin bead fluor 39, Rac1 wt modul 109, Rac1 mut GTP 103, Mcl-1 Bim block -5, Rab7 wt GTP bind 105, Mcl1-Bid inh -12, Rab2 wt GTP 104, Cdc42 wt 108, Mcl1 Noxa PPI 5 and HRas wt GTP bind 104.
Screening O=C(Nc1cccs1)OCCN1CCN(Cc2ccccc2)CCC1=O returned Avidin bead fluor 11, Rac1 wt modul 104, Rac1 mut GTP 97, Mcl-1 Bim block -2, Rab7 wt GTP bind 95, Mcl1-Bid inh -6, Rab2 wt GTP 100, Cdc42 wt 101, Mcl1 Noxa PPI 9 and HRas wt GTP bind 98.

Assay outcomes (PubChem)
